# Screening results as filed in PubChem BioAssay.
# Mcl1 Bid PPI – Mcl-1/Bid interaction inhibition. Q07820. TR-FRET Mcl-1/Bid-Dy647 peptide binding, 1536-well. inhibition, % at 21.7 µM. 0.97% of 220,000 active;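 active means compounds that cut the binding signal by more than half at the single screening dose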;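 further: His-tagged Mcl-1 with europium anti-His antibody binding Bid BH3 peptide; 0% = Mcl-1 plus peptide wells and 100% = peptide-only wells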
# Target sequence (Q07820 whole entry, looked up): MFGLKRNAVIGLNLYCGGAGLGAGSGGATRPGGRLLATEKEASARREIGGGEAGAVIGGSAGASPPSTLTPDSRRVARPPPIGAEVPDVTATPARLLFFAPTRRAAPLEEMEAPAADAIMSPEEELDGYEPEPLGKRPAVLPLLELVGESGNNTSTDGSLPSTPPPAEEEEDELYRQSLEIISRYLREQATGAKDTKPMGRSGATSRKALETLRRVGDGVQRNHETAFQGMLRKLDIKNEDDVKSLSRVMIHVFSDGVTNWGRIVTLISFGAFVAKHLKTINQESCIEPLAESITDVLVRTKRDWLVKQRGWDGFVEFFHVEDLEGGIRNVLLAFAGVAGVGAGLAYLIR
# Mcl1 Noxa PPI – disrupts binding of human Mcl-1 to Noxa peptide; TR-FRET Mcl-1/Noxa peptide binding, 2 h; 1.5% of 220,000 active; Q07820; AID 1022; inhibition, % at 21.7 µM;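 active means compounds that cut the protein-peptide binding signal by more than 50% relative to plate controls in a single-dose test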;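 further: His-tagged Mcl-1 with rhodamine Noxa BH3 peptide and terbium anti-His antibody; 0% = Mcl-1 plus Noxa peptide wells and 100% = peptide-only wells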
# Pf gamet viab – kills late stage P. falciparum gametocytes. P. falciparum stage V gametocytes, ATP luminescence, 24 h. inhibition, % at 10.9 µM. 0.065% of 150,000 active. AID 743093;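 active means inhibition above the mean plus 3 SD of compounds within the control limits, set per campaign, cut at about 38% in these data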;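 further: 0% = DMSO wells and 100% = medium only without gametocytes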
# RGS8-Gao – modulates binding of RGS8 to human Galphao; 0.34% of 220,000 active; P09471; multiplexed bead flow cytometry; actives lie on both sides; response (percent of control binding), % at 10 µM; in the data active means response below about 60% or above about 140%; inactive means in between;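 further: Galphao activated as the GDP aluminium fluoride complex binding bead-coupled RGS8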
# Target sequence (P09471 whole entry, looked up): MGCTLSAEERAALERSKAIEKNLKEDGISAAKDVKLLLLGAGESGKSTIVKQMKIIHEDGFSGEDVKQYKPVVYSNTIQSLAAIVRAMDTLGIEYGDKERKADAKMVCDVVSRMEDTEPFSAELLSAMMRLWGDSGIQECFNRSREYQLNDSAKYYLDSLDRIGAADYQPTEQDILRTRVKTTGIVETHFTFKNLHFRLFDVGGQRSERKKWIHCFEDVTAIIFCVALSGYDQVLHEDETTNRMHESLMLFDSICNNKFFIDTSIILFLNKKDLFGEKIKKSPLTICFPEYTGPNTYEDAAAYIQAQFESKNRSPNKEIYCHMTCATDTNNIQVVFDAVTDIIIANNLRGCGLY
# Active calls of the source: *. Some of the compounds tested; rates above refer to the full screens.
SMILES,Mcl1 Bid PPI,Mcl1 Noxa PPI,Pf gamet viab,RGS8-Gao
O=C(CC1SC(=O)N(Cc2ccccc2Cl)C1=O)Nc1nccs1 (stereo unspecified),-56,0,-19,100
CC(=O)C1=C(O)C(=O)N(c2ccc(S(N)(=O)=O)cc2)C1c1cccc([N+](=O)[O-])c1 (stereo unspecified),-24,22,19,105
Cc1ccc(C(C)C)c(OCC(=O)NNC2=CC(=O)CC(C)(C)C2)c1,-29,-4,-29,99
NS(=O)(=O)c1cccc(NC(=O)Cn2cc(C(F)(F)F)cc(Cl)c2=O)c1,-10,46,18,100
O=C(CC1SC(=O)N(c2ccccc2)C1=O)Nc1ccc(Cl)cc1 (stereo unspecified),-19,-4,5,96
Cc1cccc(C)c1Nc1c(-c2ccc(N3CCOCC3)cc2)nc2cnccn12,-56,8,-8,87
O=C(COC(=O)c1ccc(=O)[nH]c1)Nc1cccc(S(=O)(=O)N2CCOCC2)c1,0,10,-21,104
COc1ccc(NC(=O)Nc2cccc(Cl)c2Cl)c(OC)n1,-17,9,-22,100
O=C(/C=C/c1cc(Br)ccc1O)c1ccco1,-77,30,-8,103
N#CC(C#N)=NNc1ccc([N+](=O)[O-])cc1,-28,5,7,101
Cc1ccc(N(Cc2cc3ccc(C)cc3[nH]c2=O)C(=O)c2ccco2)cc1,43,43,-21,78
O=C(c1cccs1)N1CCCC(c2nc3c(nnn3Cc3ccccc3)c(=O)[nH]2)C1 (stereo unspecified),-61,10,3,100
Cc1c(C(=O)N(Cc2ccccc2)Cc2cccs2)cnn1-c1ccc(Cl)cc1,3,1,0,101
Cn1cccc1/C=N/NC(=O)CSc1nc2ccccc2n1C,3,-8,9,102
Cc1[nH]c2ccccc2c1CN1CCN(c2ccccn2)CC1,-25,1,6,98
Cc1cc(NC(=O)CSc2nc3ccccc3[nH]2)n(-c2ccccc2)n1,-8,4,-22,97
O=C(Nc1ccccc1)C1CC(=O)n2c(nc3ccccc32)N1 (stereo unspecified),-29,2,14,100
CCCC(=O)Nc1ccc(NC(=O)c2ccccc2)nc1,-34,-11,-2,100
COc1ccc2c(c1)CCc1c-2nc2ccccc2c1N1CCOCC1,-59,48,17,101
O=C(NCc1ccccn1)C(=O)N/N=C/c1ccccc1O,-121,-60,1,94
Nc1ncc([N+](=O)[O-])cc1Br,-5,1,3,92
CC(C)c1ccc(/C=N/n2cnnc2)cc1,-13,-9,-15,104
O=S(=O)(c1ccc(Cl)cc1)N1CCCN(c2nc3ccc(Cl)cc3s2)CC1,-12,3,-13,101
Cc1cc(C)nc(N2N=C(C(F)(F)F)CC2=O)n1,-24,-3,17,90
CCCCCCCc1nc2sc3c(c2c(=O)n1N)CC(C)(C)OC3,0,11,-13,98
CC(C)(CC(=O)O)CC(=O)Nc1ccc(Cl)c(Cl)c1,15,13,-16,103
COc1ccc(Cn2cccc(NC(=O)Nc3cccc(OC)c3)c2=O)cc1,-82,20,6,93
CCc1nnc(NC(=O)c2nn(-c3ccccc3)nc2C)s1,0,10,9,98
COc1ccc(NC(=O)CSc2nncs2)cc1S(N)(=O)=O,-10,5,-5,97
O=S(=O)(Nc1ccc(-c2cnco2)cc1)c1ccccc1,-4,2,-9,93
CC(=O)NCC1COc2ccccc2O1 (stereo unspecified),-46,6,17,102
Clc1cccc(Cl)c1C1=NOC(c2nnc(-c3ccccc3)o2)C1 (stereo unspecified),6,28,-4,102
Cc1ccc(C)c2nc(SCC(=O)Nc3ccc4c(c3)OCO4)c(C#N)cc12,-63,14,13,97
Cc1ccc(CNC(=O)C(Cc2ccccc2)n2cccc2)cc1 (stereo unspecified),-56,16,-7,100
Oc1cc(OCc2ccccc2)ccc1-c1[nH]ncc1-c1ccccc1,5,10,23,105
Cc1ccc(S(=O)(=O)CCN2C=CC(C(F)(F)F)=NCC2)cc1,-2,16,-17,100
Cc1ccc(S(=O)(=O)CCC#N)cc1,-27,-3,12,100
COc1ccccc1NC(=O)c1cc2c(=O)n(C)c3ccccc3c2n1C,5,21,-14,93
Cc1ccsc1/C=N/NC(=O)c1ccc2c(c1)OCCO2,-11,1,4,102
O=C(O)COc1ccccc1/C=N/NC(=O)CSc1nc2ccccc2s1,10,8,-28,104
COc1ccc(OC)c(-c2nc3ccccc3nc2-c2ccccc2)c1,2,1,5,100
NNC(=O)c1cc(-c2ccccc2)sc1N,8,42,15,99
O=C1NCCC/C1=N\Nc1ccc(Br)cc1,-17,-14,-24,99
COc1ccc(/C=C(\C#N)c2cc(OC)c(OC)cc2[N+](=O)[O-])cc1,-81,14,-19,100
O=C(CSc1nnnn1-c1ccccc1)c1ccc(O)cc1O,-9,-2,23,100
COc1ccc(-n2c(O)c(C=NCc3ccccn3)c3ccccc3c2=O)c(OC)c1,-32,-2,5,101
COc1ccc(C(=O)NCCc2cn3ccccc3n2)cc1,-28,5,19,104
CCN1CCN(Cc2ccc(NC(=O)c3cc(NC(=O)c4nccnc4N)cc(OC)c3)cc2C(F)(F)F)CC1,-50,28,17,101
NS(=O)(=O)c1ccc(NC(=O)COc2ncnc3sccc23)cc1,-3,32,14,103
CC12CN(C(=O)c3ccc([N+](=O)[O-])cc3)CC(C)(CN(C(=O)c3ccc([N+](=O)[O-])cc3)C1)C2=O,18,-12,-29,99
O=C1C2C(C(=O)N1CCN1CCN(Cc3ccc([N+](=O)[O-])cc3)CC1)[C@H]1C=C[C@@H]2C1 (stereo partly specified),-30,-2,11,99
COc1ccc(NC2=CC(c3ccccc3)N(c3ccc(OC)cc3)C2=O)cc1 (stereo unspecified),-72,-13,13,102
Cc1ccc(/C=N/NC(=O)C[n+]2ccccc2)s1,-4,15,4,101
O=C(Nc1cc(Cl)cc(Cl)c1)N1CCCC1,-15,-26,19,98
Cc1cccc2cc(CN(C(=O)c3cccc([N+](=O)[O-])c3)C(C)C)c(=O)[nH]c12,18,22,-1,100
COc1ccc(-c2c[n+]3c(n2-c2ccccc2)SCC3)cc1,-44,-4,-4,100
Oc1c(Br)cc(/C=N/NC(=S)NCC2CCCO2)cc1Br (stereo unspecified),-25,13,-2,101
Cc1ccc(N=C(N)N=C(N)N)cc1,4,2,-3,104
CN1CCN(c2ccc(CNC(=O)c3cc4ccccc4o3)cc2)CC1,-5,3,21,102
C=CCn1c(=S)sc2c(=O)[nH]c(C)nc21,-9,16,-23,100

# An excerpt from above in order of their number in Mcl1 Bid PPI, lowest first:
SMILES,Mcl1 Bid PPI,Mcl1 Noxa PPI,RGS8-Gao
COc1ccc(-n2c(O)c(C=NCc3ccccn3)c3ccccc3c2=O)c(OC)c1,-32,-2,101
O=C(Nc1cc(Cl)cc(Cl)c1)N1CCCC1,-15,-26,98
C=CCn1c(=S)sc2c(=O)[nH]c(C)nc21,-9,16,100

# Next section.
SMILES,Mcl1 Bid PPI,Mcl1 Noxa PPI,Pf gamet viab,RGS8-Gao
O=C(CN1C(=O)c2ccccc2C1=O)Nc1nccs1,-14,-1,9,100
CCc1cc2c(=O)c(-c3nc4ccccc4[nH]3)coc2c(CN2CCCCC2C)c1O (stereo unspecified),-8,11,8,102
Cc1ccnc(NC(=O)c2ccc3c(c2)S(=O)(=O)c2ccccc2C3=O)c1,-7,30,-25,102
COc1ccc(/C=C(\C#N)C(=O)NCC(c2ccc(F)cc2)N2CCOCC2)cc1 (stereo unspecified),-15,19,1,100
Nc1nn2cc(-c3ccc(Br)cc3)nc2c2ccccc12,9,17,-3,104
COC(=O)N/N=C/c1cn(CCOc2ccccc2)c2ccccc12,-80,3,-10,100
CCCCC1=CC2=CC(=O)C(C)(OC(=O)CC)C(=O)C2=CN1Cc1ccccc1 (stereo unspecified),-76,-3,-8,101
C/C(CC(C)C)=N\Oc1nc(C)cc(C)n1,-27,1,7,103
FC(F)(F)c1nc(SCc2ccc(Cl)cc2Cl)n[nH]1,-2,20,7,101
O=C(NC(=S)Nc1ccccc1N1CCN(C(=O)c2ccccc2)CC1)c1cccs1,-47,-1,19,98
Cc1ccc(NNC(=O)c2cccs2)cc1Cl,-30,10,9,99
Cc1ccccc1NC(=O)c1c(C)cc(=O)oc1C,-8,-14,0,103
CC1CCCCC12NC(=O)N(Cc1cc(=O)n3ccsc3n1)C2=O (stereo unspecified),17,17,-13,100
CCCCN(Cc1ccccc1)S(=O)(=O)c1ccc2c(c1)n(C)c(=O)c(=O)n2C,-3,-11,2,101
NC(N)=NN=C1CCCCCCCCCCC1,1,0,1,99
C=CCOc1ccc(/C=C2\SC(=S)N(CCC(=O)O)C2=O)cc1,9,2,-24,103
COc1ccc2sc(NC(=O)NC(=O)c3c(Cl)cccc3Cl)nc2c1,3,10,13,100
CC(C)Oc1ccc(CC(=O)NNC(=S)Nc2ccccc2)cc1,-143,-48,4,86
Cn1c(N)c(C(=O)COC(=O)C2=NNC(=O)CC2)c(=O)n(C)c1=O,-32,6,16,89
COC(=O)c1cccc(CN2C(=O)SC(Nc3ccccc3)C2=O)c1 (stereo unspecified),-12,19,-18,100
CC1(c2nnc(-c3ccc(Cl)cc3)o2)CC(c2c(Cl)cccc2Cl)=NO1 (stereo unspecified),-46,2,-5,101
O=C(Nc1ccc(OC(F)(F)F)cc1)c1ccc(S(=O)(=O)N2CCOCC2)o1,-2,6,-31,102
COc1ccc2c(c1)c(C(=O)N/N=C/c1ccc(Cl)cc1)c(C)n2C,-15,5,-3,103
O=[N+]([O-])c1ccc2nc(-c3ccccn3)[nH]c2c1,-38,-81,8,96
c1ccc2c(c1)Nc1ccncc1S2,-16,13,-1,105
O=C(O)c1cccc2c(-c3ccccc3)c(-c3ccccc3)[nH]c12,-15,33,3,104
O=C(Oc1c(-c2ccccc2)c(=O)n2c3c(cccc13)CC2)c1ccc(F)cc1,4,-11,8,99
CCCn1cnc2c(=S)nc(N)[nH]c21,-30,1,-18,99
O=C(NCc1nc2ccccc2[nH]1)C1=C[C@H](c2coc3ccccc3c2=O)C[C@H](OCc2ccc(CO)cc2)O1,-47,-3,-14,99
Cc1ccc(/C=N/Nc2cc(C)nc(NCc3ccccc3)n2)cc1,2,3,11,99
CC(=O)Nc1ccc(S(=O)(=O)NC2CCS(=O)(=O)C2)cc1Cl (stereo unspecified),-4,6,0,102
Cc1cc(C(=O)N2CCC(C(=O)O)CC2)c(C(F)(F)F)o1,-17,-1,0,99
S=C1NC[C@H](c2ccccc2)N1CCCCC1CCCCC1,-35,-3,34,99
CCC(C)c1ccccc1NC(=O)c1cc2cccc([N+](=O)[O-])c2[nH]1 (stereo unspecified),-7,14,4,88
Nc1ccc([N+](=O)[O-])cc1C(=O)NNC(=O)c1ccco1,-23,4,-25,96
CN1CCC(=O)N([C@H](CSc2ccc(Br)cc2)Cc2ccccc2)CC1,-53,24,-8,99
CC(NC(=O)C(Cc1ccccc1)n1cccc1)c1ccccc1 (stereo unspecified),-74,9,-25,101
COC(=O)c1cc(-n2cccc2)ccc1N1CCOCC1,-20,9,-4,102
COc1ccc(N=C2SC(C(N)=O)CC(=O)N2Cc2ccc3c(c2)OCO3)cc1 (stereo unspecified),-18,18,1,102
Cc1ccc(N=C2NC(=O)/C(=C/c3cccnc3)S2)cc1C,-1,8,5,99
COc1ccc(C(NC(=O)C(C)C)c2ccc3cccnc3c2O)cc1 (stereo unspecified),-89,-117,2,95
CC1=NN(C(=O)c2ccco2)C(O)(c2ccccc2)C1 (stereo unspecified),6,4,18,98
Fc1ccc(CN2CCCN(C(=S)Nc3ccc(F)cc3)CC2)cc1,-35,7,-26,109
Cc1cc(C)nc(S/C=C/C(=O)c2ccccc2)n1,-45,-10,10,93
COc1ccc(OCC(O)CNC(=O)c2c(-c3ccccc3)noc2C)cc1 (stereo unspecified),-16,-36,-10,99
COc1ccc(C2CC(=O)C=C(NCc3ccc4c(c3)OCO4)C2)cc1 (stereo unspecified),-43,-1,20,100
CCOC(=O)c1cc(C)nc(N2CCCCC2)c1C#N,-15,-8,12,99
O=C(NCCOc1ccccc1)C(=O)c1c[nH]c2ccccc12,7,9,11,99
COc1ccc(C(CC(=O)N2CCCCC2)c2c(O)cc(OC)cc2OC)cc1 (stereo unspecified),-41,26,8,109
C=CCN(c1ccccc1C(=O)O)S(=O)(=O)c1ccc(NC(=O)OC)cc1,-25,11,4,99
O=C(NCC1CCCO1)c1cc(-c2ccccc2)nc2ccccc12 (stereo unspecified),-5,5,1,100
CC1=CC2=NC(=O)/C(=C/c3coc4ccccc4c3=O)C(=N)N2O1,-15,1,3,108

# Seven of these compounds, set out differently.
# Second line of a record – Mcl1 Bid PPI, Mcl1 Noxa PPI, Pf gamet viab, RGS8-Gao
COc1ccc(C(CC(=O)N2CCCCC2)c2c(O)cc(OC)cc2OC)cc1 (stereo unspecified)
 : -41, 26, 8, 109
CCOC(=O)c1cc(C)nc(N2CCCCC2)c1C#N
 : -15, -8, 12, 99
C=CCN(c1ccccc1C(=O)O)S(=O)(=O)c1ccc(NC(=O)OC)cc1
 : -25, 11, 4, 99
O=C(NCCOc1ccccc1)C(=O)c1c[nH]c2ccccc12
 : 7, 9, 11, 99
COc1ccc(C2CC(=O)C=C(NCc3ccc4c(c3)OCO4)C2)cc1 (stereo unspecified)
 : -43, -1, 20, 100
Fc1ccc(CN2CCCN(C(=S)Nc3ccc(F)cc3)CC2)cc1
 : -35, 7, -26, 109
COc1ccc(C(NC(=O)C(C)C)c2ccc3cccnc3c2O)cc1 (stereo unspecified)
 : -89, -117, 2, 95
